# Assay outcomes as filed in PubChem BioAssay.
# RGS4 inhibitor: Inhibitors of Regulator of G Protein Signaling (RGS) 4: qHTS; actives 0.039% (n = 390,000); Transcreener GDP fluorescence polarization, RGS4-accelerated GTP hydrolysis; Regulator of G-protein signaling 4 (Homo sapiens), P49798; Potency, µM (doses to about 114 µM), inactives show at the top dose activity change, negative = inhibition, hits mostly inhibitors; also: % is scaled to controls: 0 for no effect and ±100 for the full control effect; nearly all actives have a fitted effect of over 75% in size; some results filed as inactive show a strong effect at the top dose
#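 MLSMR compounds (23 nl, pin-transferred) preincubated 10 min at room temperature with a 500nM (2x) first reagent, then RGS4 at 900nM (2x) plus Transcreener GDP mix added; fluorescence polarization (620/688 nm) read before and after 90 min at 30 °C.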
# USP1 inh: Inhibitors of USP1/UAF1: Primary Screen | Ubiquitin carboxyl-terminal hydrolase 1 (Homo sapiens), O94782 | recombinant USP1/UAF1, Ub-Rhodamine cleavage fluorescence | Potency, µM (doses to about 57.1 µM), for the others: at the top dose activity change, negative = inhibition, actives largely listed as inhibitors | actives 0.23% (n = 390,000) | AID 743255, 2014; also: % is scaled to controls: 0 for no effect and ±100 for the full control effect; nearly all actives have a fitted effect of over 60% in size; inactives centre near -12
#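 1 nM enzyme complex + cpd, 15 min RT; start with Ub-Rho 150nM final; kinetic fluorescence ex 480/em 540, 6 reads q60 s. Buffer 50mM HEPES pH 7.8, 0.5mM EDTA, 0.1 mg/ml BSA, 1mM TCEP, 0.01% Tween-20.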
# TrxR1 substrate: qHTS Assay for Substrates of Mammalian Selenoprotein Thioredoxin Reductase 1 (TrxR1): qHTS; Thioredoxin reductase 1, cytoplasmic (Rattus norvegicus), O89049; purified TrxR1 substrate turnover, NADPH consumption readout; Potency, µM (top dose mostly 114 µM), for inactives: at the highest dose activity change, negative = substrate turnover; actives 0.01% (n = 390,000); AID 588456, 2011; also: % is scaled to controls: 0 for no effect and ±100 for the full control effect; nearly all actives have a fitted effect of over 50% in size
#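 Rat TrxR1, dispensed at 90 nM, was prereduced with 400 uM NADPH (final) for 5 min at ~22 deg C, then incubated with compound 15 min before 400 uM selenite. A first-read NADPH fluorescence drop versus no-compound background flagged substrates.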
# mIDH1 inhibitor: qHTS for Inhibitors of mutant isocitrate dehydrogenase 1 (IDH1): qHTS | IDH1-R132H enzyme, NADPH consumption, diaphorase/resazurin fluorescence | Isocitrate dehydrogenase [NADP] cytoplasmic (Homo sapiens), O75874 | Potency, µM (series often up to 76.6 µM), for inactives: at the highest dose activity change, negative = inhibition, actives largely listed as inhibitors | actives 0.093% (n = 390,000); also: % is scaled to controls: 0 for no effect and ±100 for the full control effect; nearly all actives have a fitted effect of over 65% in size
#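 IDH1-R132H (0.5 ug/mL) preincubated 30 min with compound, then NADPH (0.016 mM) and alpha-KG (2 mM) added; 80 min at RT, pH 7.5. Remaining NADPH coupled via diaphorase/resazurin to fluorescence (540/590 nm); concentration-response curves normalized to no-enzyme control.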
# RXFP1 ag: qHTS Assay for Agonists of the Relaxin Receptor RXFP1; HEK293T-RXFP1 cAMP TR-FRET, 30 min; response scale: percent of porcine relaxin response, buffer zero; Potency, µM (titrated, usually from 57.5 µM), for inactives: top-dose activation, hits mostly activators; actives 0.3% (n = 370,000); AID 2676, 2010; also: % is scaled to controls: 0 for no effect and ±100 for the full control effect; nearly all actives have a fitted effect of over 60% in size; many of its hits are not listed in these tables
# Target sequence (Q9HBX9 whole entry, looked up): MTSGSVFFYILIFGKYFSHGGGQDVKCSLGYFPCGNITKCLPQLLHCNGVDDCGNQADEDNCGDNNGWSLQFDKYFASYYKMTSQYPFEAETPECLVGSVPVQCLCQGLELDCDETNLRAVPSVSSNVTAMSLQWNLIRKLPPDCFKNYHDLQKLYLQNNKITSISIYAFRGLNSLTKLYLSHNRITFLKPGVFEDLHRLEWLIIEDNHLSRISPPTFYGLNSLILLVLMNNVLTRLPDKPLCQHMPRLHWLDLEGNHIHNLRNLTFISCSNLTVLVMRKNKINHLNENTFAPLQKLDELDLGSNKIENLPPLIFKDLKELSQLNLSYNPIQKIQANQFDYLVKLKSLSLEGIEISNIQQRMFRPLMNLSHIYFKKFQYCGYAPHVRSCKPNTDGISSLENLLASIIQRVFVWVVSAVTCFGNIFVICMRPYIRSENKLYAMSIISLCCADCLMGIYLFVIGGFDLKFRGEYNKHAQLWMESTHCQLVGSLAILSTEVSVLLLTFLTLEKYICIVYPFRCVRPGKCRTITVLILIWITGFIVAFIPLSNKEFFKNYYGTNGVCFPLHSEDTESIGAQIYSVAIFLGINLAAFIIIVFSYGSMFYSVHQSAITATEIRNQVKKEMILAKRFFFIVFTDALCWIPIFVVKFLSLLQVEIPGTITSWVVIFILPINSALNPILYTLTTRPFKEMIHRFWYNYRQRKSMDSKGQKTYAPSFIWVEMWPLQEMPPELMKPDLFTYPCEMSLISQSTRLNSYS
#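 Agonist response is measured as cAMP accumulation in an RXFP1-transfected HEK293T line under PDE4 inhibition. Values are scaled between buffer-only and 29 nM porcine relaxin, and EC50s come from standard Hill equation fits.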
# Vif-APOBEC3F blk: qHTS for Inhibitors of Vif-A3F Interactions: qHTS | HeLa A3F-eYFP + Vif (tagged APOBEC3F with the HIV-1 protein that degrades it), YFP fluorescence increase | Potency, µM (titrated, usually from 46.1 µM), for the others: at the top dose activity, negative = active | actives 0.2% (n = 390,000); also: % of control where 0% means no effect; nearly all actives have a fitted effect of over 65% in size
#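 Fluorescence increase (Ex 488/Em 500-530) after overnight compound treatment at 37 deg C flags inhibition of Vif-driven A3F-eYFP loss in stable HeLa A3F-eYFP/Vif cells seeded overnight beforehand.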
# 12-LOX inh: Primary qHTS assay for inhibitors of human arachidonate 12S-lipoxygenase (ALOX12): Round 2; AID 1671190, 2021; Potency, µM (doses to about 108 µM), for inactives: at the top dose activity change, negative = inhibition, actives largely listed as inhibitors; Polyunsaturated fatty acid lipoxygenase ALOX12 (Homo sapiens), P18054; purified 12hLO, xylenol orange hydroperoxide absorbance; actives 1.1% (n = 580,000); also: % is scaled to controls: 0 for no effect and ±100 for the full control effect
#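 Purified human 12hLO (150 nM final) in 25 mM Hepes, 0.01% Triton X-100, pH 7.0 was preincubated 15 min at room temperature with compound. Then 40 uM arachidonic acid was added, 30 min. Hydroperoxide was read by Fe-XO absorbance ratio 573/405 nm.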
# Vif-APOBEC3G blk: qHTS for Inhibitors of Vif-A3G Interactions: qHTS; DNA dC->dU-editing enzyme APOBEC-3G (Homo sapiens), Q9HC16; HeLa A3G-eYFP + Vif (tagged APOBEC3G with the HIV-1 protein that degrades it), YFP fluorescence, overnight; Potency, µM (titrated, usually from 46.1 µM), for the others: at the top dose activity, negative = active, most hits filed as inhibitors; actives 0.076% (n = 410,000);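 also: % is scaled to controls: 0 for no effect and ±100 for the full control effect; nearly all actives have a fitted effect of over 60% in size; hits raise eYFP signal because A3G escapes Vif-driven loss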
# Target sequence (Q9HC16 whole entry, looked up): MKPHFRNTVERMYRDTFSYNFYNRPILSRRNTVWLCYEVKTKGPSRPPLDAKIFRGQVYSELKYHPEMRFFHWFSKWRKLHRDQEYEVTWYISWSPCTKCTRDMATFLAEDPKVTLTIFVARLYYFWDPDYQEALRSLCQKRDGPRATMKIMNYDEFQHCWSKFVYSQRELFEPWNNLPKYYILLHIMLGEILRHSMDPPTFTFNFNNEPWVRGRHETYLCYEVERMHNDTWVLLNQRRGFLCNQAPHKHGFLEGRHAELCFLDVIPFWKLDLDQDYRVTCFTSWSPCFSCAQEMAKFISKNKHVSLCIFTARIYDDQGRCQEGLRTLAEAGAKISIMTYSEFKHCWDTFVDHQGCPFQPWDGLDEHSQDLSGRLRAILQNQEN
#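 HeLa cells stably expressing Vif and C-terminally eYFP-tagged A3G, seeded overnight at 37 deg C, then exposed to compound by pintool overnight at 37 deg C. Rise in yellow fluorescence (Ex 488/Em 500-530, Acumen) marks blocked Vif-driven A3G degradation.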
# rTrxR1 inhibitor: qHTS Assay for Inhibitors of Mammalian Selenoprotein Thioredoxin Reductase 1 (TrxR1): qHTS; AID 588453, 2011; recombinant rTrxR1, NADPH fluorescence consumption, selenite substrate; actives 1% (n = 390,000); Thioredoxin reductase 1, cytoplasmic (Rattus norvegicus), O89049; Potency, µM (top dose mostly 114 µM), for inactives: top-dose activity change, negative = inhibition, most hits filed as inhibitors; also: % is scaled to controls: 0 for no effect and ±100 for the full control effect; nearly all actives have a fitted effect of over 65% in size
#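 Rat TrxR1 (90 nM in the dispensed reagent) was pre-reduced with 400 uM NADPH for 5 min at room temperature, then incubated with compound for 15 min. After 400 uM selenite was added, NADPH fluorescence (Ex 340/Em 450 nm) was followed for 8 min.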
# * = called active by the depositor; ? = inconclusive; . = not tested or not shown; [ ] = another dose, or the depositor's remark. Calls follow the shape of the dose curve; as a rule, active = well fitted curve in the direction sought with a large enough effect; inconclusive = small, poorly fitted or top-dose-only effect, or another doubt; inactive = no such curve, though single readings can be large; an effect the other way counts as inactive or inconclusive. Potency is read from the fitted curve at half-maximal effect.
nr	Structure	RGS4 inhibitor	USP1 inh	TrxR1 substrate	mIDH1 inhibitor	RXFP1 ag	Vif-APOBEC3F blk	12-LOX inh	Vif-APOBEC3G blk	rTrxR1 inhibitor
1	O=C(Cn1cc2c(n1)CCCC2)NCc1cccnc1	-9%	-10%	6%[57.1 µM]	0%	0.2%	-7%	276%[activator]	0%	10%[57.1 µM]
2	CCCNC(=S)N1CCN(C(c2ccccc2)c2ccccc2)CC1	-5%	-23%	0%	0%	0.0%	-10%	-11%	2%	6%
3	O=C(N/N=C/c1cc([N+](=O)[O-])ccc1O)c1c[nH]c2ccccc12	15%[11.4 µM]	-14%	3%	-8%	2.4%	2%	0%	0%	29%
4	CCOc1nc(NC(=O)NS(=O)(=O)c2cccc(Cl)c2)nc(-c2ccccc2)n1	20%	2%	-8%	2%	3.0%	-2%	8%	1%	-6%
5	CCc1nnc(NC(=O)CSc2nnc(C3CC3)n2C)s1	-27%	-15%	-2%	8%	4.8%	-5%	27%	1%	2%
6	O=C(CCS(=O)(=O)Cc1ccccc1F)NCCc1ccc(Cl)cc1	-5%	-14%	-4%	-1%	-1.5%	6%	1%	2%	14%
7	O=C(NCC1CCCO1)c1ccc2nc(N3CCCCC3)sc2c1 (stereo not drawn)	-1%	-17%	6%	3%	-0.4%	5%	8%	-3%	3%
8	Cc1cccc(C(=O)Nc2ccc(N3CCC(CCN4CCOCC4)CC3)c(C(=O)O)c2)c1	21%	?	1%[57.1 µM]	6%	-1.2%	4%	?	-4%	17%[57.1 µM]
9	O=C(c1cc(Br)ccc1O)N1CCN(S(=O)(=O)Cc2ccccc2)CC1	-3%	-7%	0%	0%	0.5%	1%	-3%	-3%	10%
10	CCC(C)NC(=O)CCn1ccc2cc(S(=O)(=O)N3CCCC3)ccc21 (stereo not drawn)	-37%[56.9 µM]	-26%	7%[57.1 µM]	-2%	1.0%	-3%	4%	1%	31%[57.1 µM]
11	Cc1ccc(C(=O)NCC(=O)Nc2ccc3c(c2)CCC3)cc1C	0%	0%	1%[57.1 µM]	-7%	0.4%	-9%	-11%	-6%	8%[57.1 µM]
12	COc1ccc2c(C)c(C(=O)N3CC[C@@H](N4CCC(O)CC4)[C@H](O)C3)oc2c1	8%	-21%	2%	-6%	-4.1%	-14%	3%	-7%	15%
13	CC(C)S(=O)(=O)c1csc(C(=O)NNC(=O)Nc2ccccc2)c1Cl	-24%	-12%	-1%	2%	2.4%	8%	2%	4%	-3%
14	CCN(CC)CCNC(=O)c1ccc(NC(=O)c2ccc(S(=O)(=O)N3CCCC3)cc2)cc1	4%	2%	0%	-2%	.	1%	?	-8%	2%
15	COc1ccc(C2C(C(=O)Nc3ccc(F)cc3)=C(C)Nc3nc(CCCO)nn32)cc1 (stereo not drawn)	5%	-19%	5%[57.1 µM]	-4%	0.0%	2%	?	-2%	4%[57.1 µM]
16	O=C(CSc1ccccc1C(=O)N1CCN(c2ccccc2)CC1)N1CCCC1	-4%	-9%	3%	3%	0.0%	-7%	58%[activator]	-4%	6%
17	C/C(=N\NC(=O)C1CC1(c1ccccc1)c1ccccc1)c1cccc([N+](=O)[O-])c1 (stereo not drawn)	19%	-5%	7%[57.1 µM]	6%	3.4%	2%	-5%	2%	0%[57.1 µM]
18	CS(=O)(=O)N1CCN(c2ncccn2)CC1	1%	-9%	5%	0%	-0.6%	-10%	1%	-2%	10%
19	On1nnc2ccc3ccccc3c21	18%	-15%	9%	8%	1.1%	3%	-13%	0%	-4%
20	CCCc1nnc(NC(=O)CCC(=O)N2CCN(S(=O)(=O)c3ccc(OC)cc3)CC2)s1	-22%	-23%	-5%	-7%	0.8%	1%	-2%	-7%	-11%

# Continuation.
nr	Structure	RGS4 inhibitor	USP1 inh	TrxR1 substrate	mIDH1 inhibitor	RXFP1 ag	Vif-APOBEC3F blk	12-LOX inh	Vif-APOBEC3G blk	rTrxR1 inhibitor
21	COc1ccc(Cl)cc1C(=O)NNC(=S)NC(=O)/C=C/c1ccco1	-36%	-24%	1%	-4%	-0.6%	-2%	-15%	-1%	8%
22	Cc1cccc(NC(=O)CSCC(=O)Nc2ccccc2C(=O)NC2CC2)c1	11%	-14%	3%[57.1 µM]	-13%	0.5%	-19%	-5%	0%	7%[57.1 µM]
23	Cc1nnc(NC(=O)C2CCN(c3nnnn3-c3ccccc3)CC2)s1	-21%	-7%	-2%	11%	0.7%	-2%	6%	-1%	5%
24	Cc1nc2cccc(C(=O)NCc3ccccc3)c2o1	-33%	-18%	10%	-1%	2.0%	.	2%	0%	-4%
25	O=C(Cn1c(=O)oc2cc(S(=O)(=O)N3CCCC3)ccc21)N1CCN(c2ccccn2)CC1	8%	-3%	1%	-4%	-0.1%	0%	-1%	3%	12%
26	Cc1cccc(-c2nc(CS(=O)CC(=O)NC3CCCCC3)c(C)o2)c1 (stereo not drawn)	-4%	-15%	0%	-5%	4.4%	3%	-9%	2%	-7%
27	c1ccc(-c2ccc3c(c2)NC(C2Nc4cc(-c5ccccc5)ccc4O2)O3)cc1 (stereo not drawn)	-2%	5%	-7%[2.29 µM]	1%	-0.1%	-4%	?	1%	-5%[57.1 µM]
28	O=C(Cc1cccs1)Nc1nc2ccccc2s1	-17%	-8%	-13%	2%	1.7%	2%	39%[activator]	-8%	-11%
29	Cc1c(-n2c(SC(C)C(=O)NC(N)=O)nc3ccccc3c2=O)c(=O)n(-c2ccccc2)n1C (stereo not drawn)	-1%	-5%	8%[57.1 µM]	-3%	1.6%	7%	-12%	0%	10%[57.1 µM]
30	CSCCC1NC(=O)N(CC(=O)Nc2c(C(C)C)cccc2C(C)C)C1=O (stereo not drawn)	-7%	-14%	0%	15%	-0.9%	8%	-14%	3%	21%
31	Cc1nc(N2CCN(Cc3ccc4c(c3)OCO4)CC2)c2cc(-c3ccccc3)sc2n1	1%	-16%	44%[activator]	2%	-0.6%	0%	1%	0%	61%[activator]
32	CC1Cc2ccccc2N1C(=O)CCn1c(=O)sc2ccccc21 (stereo not drawn)	18%	-6%	-4%[57.1 µM]	4%	-0.3%	0%	6%	0%	-2%[57.1 µM]
33	CCCCc1ncc(CN2CCC(n3nccc3NC(=O)C(OC)c3ccccc3)CC2)[nH]1 (stereo not drawn)	13%	-18%	-1%	-11%	0.8%	2%	11%	5%	-1%
34	CC1CCCCN1CCCNc1c(C=O)c(=O)[nH]c2ccccc12 (stereo not drawn)	-8%	-3%	-5%[57.1 µM]	4%	-0.5%	-3%	?	2%	10%[57.1 µM]
35	CCOc1ccc(OCCC(=O)N(CC(C)C)c2c(N)n(Cc3ccccc3)c(=O)[nH]c2=O)cc1	-18%	-9%	0%	-21%	.	-2%	4%	-2%	7%
36	COc1ccc(CCNS(=O)(=O)c2ccc3c(c2)CC(C)N3C(=O)C2CC2)cc1OC (stereo not drawn)	.	-24%	.	-4%	.	1%	-21%	-1%	.
37	CCC(=O)Nc1cccc(NC(=S)NC(=O)c2ccccc2Cl)c1	-23%	-16%	1%	1%	1.6%	-7%	-2%	-4%	-21%
38	COc1ccc([C@H]2/C=C\CN(Cc3ccc(N(C)C)cc3)[C@@H](C)C(=O)N2Cc2ccc(F)cc2)cc1	3%	13%	-6%	-2%	.	1%	-2%	0%	-9%
39	COc1cc(NC(=O)CSc2nc(C)c(C)c(C)n2)c(C)cc1[N+](=O)[O-]	-8%	-15%	-7%	12%	3.2%	-3%	-13%	2%	2%
40	O=C(C1CCC(CNS(=O)(=O)c2cccc3nsnc23)CC1)N1CC=C(c2ccccc2)CC1 (stereo not drawn)	-27%	-22%	-1%	15%	0.0%	2%	3%[57.4 µM]	-2%	16%
41	Cc1nonc1NC(=O)CSc1nnc(-c2ccoc2C)n1CC(C)C	5%	-19%	-4%	0%	0.4%	-8%	4%	2%	-12%
42	O=C(Nc1ccc2nc(SCC(=O)N3CCCC3)sc2c1)c1cccc(Cl)c1	-2%	-1%	0%	4%	1.7%	1%	0%	-6%	17%

# Record cards (already shown). Order of screens: RGS4 inhibitor	USP1 inh	TrxR1 substrate	mIDH1 inhibitor	RXFP1 ag	Vif-APOBEC3F blk	12-LOX inh	Vif-APOBEC3G blk	rTrxR1 inhibitor
# Record of CC1Cc2ccccc2N1C(=O)CCn1c(=O)sc2ccccc21 (stereo not drawn) : 18%	-6%	-4%[57.1 µM]	4%	-0.3%	0%	6%	0%	-2%[57.1 µM]
# Record of O=C(Cc1cccs1)Nc1nc2ccccc2s1 : -17%	-8%	-13%	2%	1.7%	2%	39%[activator]	-8%	-11%

# Only part of the results is shown; count on the stated rates, not on these rows.
